# Source: PubChem (several laboratories)
# ssDAF12 agonist: activates DAF-12 receptor from parasite S. stercoralis | HEK293 ssDAF-12/GRIP1 lit1-tk-luc reporter, luminescence; % of 3 µM dafachronic acid response | activation, % at 6.8 µM | hit rate 1% among 370,000 | AID 652126;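 active = activation above the mean over all tested compounds plus 3 SD, cut at about 0.9% in these data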;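 also: 0% = DMSO-only wells and 100% = 3 µM delta7-dafachronic acid wells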
# DAX1 inh-1: inhibitors of DAX1 repression of SF-1 activated StAR promoter | AID 652010 | HEK293T StAR-luciferase reporter, SF-1/DAX-1 repression relief | inhibition, % at 6.8 µM | hit rate 1.1% among 370,000;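 active = inhibition above the mean over all tested compounds plus 3 SD, cut at about 3.6% in these data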;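 also: 0% = DAX-1 cells with DMSO and 100% = cells lacking DAX-1 with DMSO; higher inhibition means more luminescence from relief of DAX-1 repression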
# KLK7 zymogen act: activators of human kallikrein-7 zymogen; P49862; purified proKLK7, EDANS-DABCYL substrate fluorescence; 100% is mature enzyme control, 0% vehicle; activation, % at 7 µM; hit rate 0.9% among 370,000;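 active = activation above the mean of all tested compounds plus 3 SD, computed per campaign excluding outliers beyond control limits, cut at about 13% in these data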
# DAX1 inh-2: NR0B1 (DAX1) inhibition; P51843; HEK293 Gal4-DAX1 luciferase reporter, luminescence; inhibition, % at 6.75 µM; hit rate 0.99% among 340,000; AID 504766;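 active = inhibition above the mean over all tested compounds plus 3 SD, cut at about 4.2% in these data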;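 also: 0% = DAX1-transfected cells with DMSO and 100% = empty-vector control cells with DMSO; inhibition shows as a rise in luminescence from relieved DAX1 repression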
# GC-B act: GC-B (human) receptor activation; P20594; AID 1920062; activation, % at 10 µM; hit rate 0.11% among 370,000; HEK293-GC-B cells, CNP EC30, cGMP TR-FRET; 0% at EC30 CNP, 100% saturating CNP;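 active = activation at 10 µM reaching about 35% in either raw or pattern-adjusted values, limit read from the data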
# hgDAF12 agonist: activates the H. glycines DAF-12 receptor ligand-binding domain; HEK293 GAL4-hgDAF12 UAS-luciferase reporter, agonist luminescence; normalized to butyrate control; activation, % at 6.8 µM; hit rate 1.8% among 370,000; AID 687014;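 active = activation above a cutoff set at the mean of all screened compounds plus 3 SD, cut at about 10% in these data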;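 also: 0% = DMSO wells and 100% = sodium butyrate wells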
# hcDAF12 agonist: activates DAF-12 receptor from parasite H. contortus; HEK293 hcDAF-12 lit1-tk-luc reporter, luminescence; 0% DMSO, 100% Δ7-dafachronic acid; hit rate 1.4% among 370,000; activation, % at 6.8 µM;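 active = activation above the mean of all tested compounds plus 3 SD, cut at about 5.5% in these data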;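 also: 100% = response to 3 µM Δ7-dafachronic acid high control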
# GC-A act: GC-A (human) enzyme activation | P16066 | AID 1671463 | activation, % at 10 µM | hit rate 0.14% among 370,000 | HEK293 GC-A cells, cGMP TR-FRET, EC30 ANP; 0% at EC30 ANP, 100% saturating ANP; in the data active = activation above about 40%
# Target sequence (P16066 whole entry, looked up): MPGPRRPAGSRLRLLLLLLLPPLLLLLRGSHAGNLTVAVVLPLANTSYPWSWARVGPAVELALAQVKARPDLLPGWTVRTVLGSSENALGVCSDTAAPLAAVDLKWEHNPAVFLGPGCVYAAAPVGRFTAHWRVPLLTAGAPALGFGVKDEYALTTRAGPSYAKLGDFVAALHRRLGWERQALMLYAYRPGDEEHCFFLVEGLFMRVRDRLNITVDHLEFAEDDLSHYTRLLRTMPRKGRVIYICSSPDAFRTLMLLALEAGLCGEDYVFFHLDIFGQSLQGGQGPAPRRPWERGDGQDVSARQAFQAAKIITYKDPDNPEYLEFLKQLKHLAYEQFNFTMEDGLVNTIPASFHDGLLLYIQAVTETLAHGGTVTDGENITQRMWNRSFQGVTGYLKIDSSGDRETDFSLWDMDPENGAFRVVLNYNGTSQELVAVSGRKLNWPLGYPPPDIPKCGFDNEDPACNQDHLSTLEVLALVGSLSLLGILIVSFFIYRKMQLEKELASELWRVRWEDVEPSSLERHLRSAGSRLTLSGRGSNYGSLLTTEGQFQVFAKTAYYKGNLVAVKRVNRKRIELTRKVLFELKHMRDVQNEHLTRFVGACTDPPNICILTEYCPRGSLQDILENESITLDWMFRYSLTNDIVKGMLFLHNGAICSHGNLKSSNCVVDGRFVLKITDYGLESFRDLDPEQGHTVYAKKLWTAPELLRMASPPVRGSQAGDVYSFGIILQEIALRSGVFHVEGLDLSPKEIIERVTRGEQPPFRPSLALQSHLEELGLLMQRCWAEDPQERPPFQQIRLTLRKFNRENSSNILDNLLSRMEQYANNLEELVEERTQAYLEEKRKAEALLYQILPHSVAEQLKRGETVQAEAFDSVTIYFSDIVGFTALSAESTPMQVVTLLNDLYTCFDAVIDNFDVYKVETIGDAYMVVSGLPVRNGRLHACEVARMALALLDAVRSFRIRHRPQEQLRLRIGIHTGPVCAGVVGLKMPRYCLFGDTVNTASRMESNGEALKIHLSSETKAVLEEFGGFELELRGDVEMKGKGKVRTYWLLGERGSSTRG
# GAA850 FXN act: increases GAA850 frataxin promoter reporter activity. AID 540364. activation, % at 6 µM. HEK293 lucGAA850 FXN promoter luciferase reporter, 24 h; percent of 10 µM SAHA response. hit rate 0.56% among 360,000;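 active = activation above the average of all compounds screened plus 3 SD, cutoff fixed separately per campaign, cut at about 7.5% in these data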;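 also: 0% = DMSO wells and 100% = 10 µM SAHA wells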
# SMARCA2 activ: activators of SMARCA2 function | MG213 cells, MMTV-luciferase reporter, dexamethasone, overnight | hit rate 1% among 370,000 | AID 652017 | activation, % at 9.1 µM; in the data active = activation above about 7.8%;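 also: 0% = vehicle wells and 100% = reference activator wells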
# HGIII-sPLA2 inh: Blocks human group III sPLA2 activity | QFRET BODIPY PC-A2 liposome hydrolysis, fluorescence | hit rate 0.56% among 370,000 | Q9NZ20 | inhibition, % at 12.2 µM;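 active = inhibition above mean plus 3 SD of compounds lying within the high and low control bounds, cut at about 19% in these data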;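 also: 0% = median of test compound wells and 100% = no enzyme DMSO wells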
# The depositor's hits bear a star; x = not tested or not shown.
# Order of values – ssDAF12 agonist	DAX1 inh-2	GC-A act	hgDAF12 agonist	hcDAF12 agonist	GC-B act	GAA850 FXN act	KLK7 zymogen act	DAX1 inh-1	SMARCA2 activ	HGIII-sPLA2 inh
COc1cc(C(F)(F)F)c(C(=O)N(C)c2ccc(Cl)cc2)cn1
→ -1.7	-0.2	1	-0.6	-1.3	4	-0.1	0.3	-0.4	-1	-1
CCOc1ccccc1NC(=S)/C(=C(\[O-])c1ccc2c(c1)OCCO2)[n+]1ccc(CC)cc1
→ -1.3	0.7	-1	1.2	-0.2	0	1.9	0.2	-0.7	1	-2
O=C(COc1ccc(Cl)cc1)Nc1ccccc1Cl
→ -0.5	1.1	6	3.3	-1.9	2	2.7	0.4	-0.5	2	2
CC(=O)Nc1cccc(C(=O)/C=C/c2ccco2)c1
→ -1.4	1.0	2	7.3	-0.3	3	0.4	0.5	0.1	3	1
O=C(CC(C(=O)O)c1cccc(Br)c1)c1ccc(Cl)cc1 (configuration not stated)
→ -0.3	-0.9	2	1.9	-0.3	2	2.0	0.5	0.2	-2	-6
C=CCN(C(=O)c1cc(C)cc(C)c1)C1(C(=O)Nc2ccccc2)CCN(C(C)C)CC1
→ -0.7	2.7	-13	1.1	0.5	-4	-5.3	0.7	0.6	-1	-4
COc1cc(/C=C(\C#N)c2ccccn2)ccc1OCc1ccccc1
→ -1.8	-0.3	-8	0.8	-3.5	-1	2.2	0.2	0.4	-1	1
CCN(CC)CCNC(=O)/C(=N\O)c1ccccn1
→ -1.5	1.1	4	5.7	0.4	7	1.1	-0.1	0.3	0	1
CCc1ccccc1NC1=CC(=O)CC(C)(C)C1
→ 0.1	1.0	2	2.3	-0.1	7	-1.9	0.2	-0.1	-1	-2
O=C(Cc1cccs1)Nc1nnc(SCc2ccc(Br)cc2)s1
→ -1.3	-1.3	-2	3.8	-1.2	2	4.5	0.0	0.4	1	-27
COc1cc(-c2cnc3c(NC=O)cc(-c4ccc(S(C)(=O)=O)cc4)cn23)cc(OC)c1OC
→ -1.6	x	16	-1.9	-3.5	18	0.5	0.0	-1.1	-4	8
Oc1ccc(Nc2nc(Cl)nc(NCc3ccco3)n2)cc1
→ -1.2	-0.2	14	0.6	0.7	12	2.9	-0.8	0.0	-1	-23
Cc1ccc(C(=O)C2(C)C3c4cc(Br)ccc4OC(=O)C32C(=O)c2ccco2)cc1 (configuration not stated)
→ -1.0	-0.4	-3	0.5	-0.5	-4	0.5	0.5	-0.2	3	-15
CCOC(=O)c1cc(-c2ccccc2)nc2ccc(C)cc12
→ 0.0	3.7	-6	2.2	0.0	-2	-0.5	-6.0	-0.4	-1	-1
N#Cc1ccc(-c2csc(NC(=O)c3cc(-c4cccs4)nc4ccccc34)n2)cc1
→ -0.6	-1.1	0	-4.1	-0.7	-4	1.3	-2.0	0.6	-2	11
O=C1NC2(CCCC2)C(=O)N1Cc1cc(=O)n2ccsc2n1
→ -1.0	x	-2	0.7	0.0	0	x	-0.2	0.7	-1	-1
CC(Oc1ccccc1)C(=O)N1CCN=C1SCc1ccc(F)cc1 (configuration not stated)
→ -2.1	2.9	-1	-0.4	0.4	0	1.2	-0.2	-0.3	-2	-5
CCc1c(-c2ccc(F)cc2F)ncn1CCc1ccccc1OC
→ -1.7	x	-2	-0.6	-2.1	5	x	0.9	-0.4	4	2
COc1ccc(NC(=O)Cn2nnc(-c3ccccc3N)n2)cc1OC
→ -0.9	3.0	1	1.7	-1.4	-5	2.0	0.2	-0.2	3	-5
Cc1ccc(Nc2nc3ccccc3c(=O)s2)cc1
→ -1.2	-1.2	2	-1.4	0.2	-3	1.2	-0.1	-0.3	2	4
CCc1ccc(NC2=NCC(=O)N2Cc2ccc3c(c2)OCO3)cc1
→ -0.9	-0.1	7	-2.9	0.3	1	-0.9	0.1	-0.7	-2	-5
O=C1C=C(c2ccc(Cl)c(C(F)(F)F)c2)C[C@@H](c2ccc(Cl)cc2)C1
→ -1.1	2.7	4	2.3	-0.8	-9	1.1	0.3	-0.5	1	-2
NC(=O)COC(=O)CCCc1c[nH]c2ccccc12
→ -0.6	-0.1	-3	-2.3	-1.3	-1	4.0	0.1	0.4	1	-8
C=CCn1nnnc1SCC(=O)Nc1ccc(OC)cc1
→ -1.2	0.1	1	2.7	1.3	8	1.0	-1.0	-0.8	-1	5
CC(Sc1nc2ncc(Cl)cc2[nH]1)C(=O)Nc1ccccc1[N+](=O)[O-] (configuration not stated)
→ -0.7	-1.0	-6	2.5	-1.0	-2	1.2	0.3	0.2	3	-7
COc1cccc(-c2nc3sc4c(c3c(=O)[nH]2)CCCCC4)c1
→ -1.3	-0.2	4	5.2	2.3	-1	1.6	0.4	-0.3	2	0
Cc1cc(NC(=O)CSc2nnc(-c3ccc(S(=O)(=O)N4CCCC4)cc3)n2C)no1
→ -2.2	-1.0	-1	0.2	-0.7	0	1.6	0.6	0.6	-1	5
O=C(CN1CCN(c2ccc(O)cc2)CC1)Nc1ccc(-c2ccccc2)cc1
→ -0.9	-0.1	-6	0.8	-0.1	-5	2.3	-0.2	0.0	-3	2
Cc1ccccc1S(=O)(=O)Cc1ccc(C(=O)NCc2ccco2)o1
→ -0.5	0.3	1	-0.8	0.8	4	0.7	0.5	0.2	0	-3
OC1(c2ccc(F)cc2)CN(c2ccccc2)C2=[N+]1CCS2 (configuration not stated)
→ -1.7	-0.8	0	1.8	-0.9	-3	3.7	0.1	-0.6	-2	-10
O=[n+]1c2c(n([O-])c3cc(Br)ccc31)CCCC2
→ -1.1	1.1	0	-2.2	-0.6	-1	2.5	-0.4	-0.1	-1	6
COc1ccc2c(CSc3nnc(-c4cccnc4)n3-c3ccccc3F)cc(=O)oc2c1
→ -1.3	-0.1	-9	5.4	0.7	-8	1.9	-0.6	0.4	3	-5
O=C(NCc1ccccc1)c1nc2c(nnn2Cc2cccc(Cl)c2)c(=O)[nH]1
→ -1.0	0.3	0	-1.6	-0.5	2	-1.1	0.3	0.9	-4	-2
CCS(=O)(=O)c1ccc(O)c(NC(=O)COc2ccc(C)cc2)c1
→ -1.7	-0.2	-5	-3.1	-2.6	2	1.1	0.0	0.0	5	-8
CCOC(=O)Nc1sc2c(c1C#N)CCCC2
→ -1.2	1.1	-1	5.3	-0.8	-9	2.9	-0.1	-0.1	4	9
O=C(NCCCn1ccnc1)c1ccc(-c2ccccc2)cc1
→ -1.1	0.5	2	-1.2	-2.0	3	3.4	-0.2	-0.1	-1	-10
Cc1cc(N2CCCCC2)nc(SCc2ccc(C#N)cc2)n1
→ -1.5	-1.6	-17	-2.1	-2.4	-7	1.6	0.9	-1.0	-8	-22
COc1ccc(C(=O)NCc2nnc(SCC(=O)Nc3cccc(OC)c3)o2)cc1
→ -1.1	-0.1	-1	1.3	-0.3	-3	2.1	0.5	-0.1	0	-6
O=C(NCCc1cn2ccccc2n1)c1ccc(Br)o1
→ -1.1	-0.8	4	6.0	-1.3	-4	-0.1	0.1	1.1	-2	3
Cc1c(C(=O)NN)nn(-c2ccc(Cl)cc2)c(=O)c1C#N
→ -2.2	-0.8	0	-3.2	-2.9	0	-1.8	-2.1	-0.5	-4	-7
COC(=O)CCCC1=CC2=CC(=O)C(C)(OC(=O)c3cccs3)C(=O)C2=CN1CCN1CCOCC1 (configuration not stated)
→ -0.9	1.2	2	1.1	-0.8	-3	0.3	-0.1	-0.1	1	-3
O=C(Cn1cncn1)N/N=C/c1cccc2ccccc12
→ -0.8	-1.2	-1	-3.0	1.0	-2	3.4	-0.6	-0.5	4	3
CSc1cccc(NC(=O)C2(S(=O)(=O)c3ccc(C)cc3)CC2)c1
→ -0.1	0.3	-6	-0.7	-0.2	-3	0.1	0.0	-0.4	-3	-1
O=C(CSc1nc2c(c(=O)n1-c1ccc(F)cc1)SCC2)NCC1CCCO1 (configuration not stated)
→ -1.3	0.8	-2	0.7	-1.0	2	0.3	1.4	-0.4	-2	7
CC(OC(=O)c1cccnc1SCc1cc(=O)n2ccccc2n1)c1ccccn1 (configuration not stated)
→ -0.6	1.2	-1	-1.3	3.3	3	-0.5	-0.2	-0.2	5	7
CCOCCCNC(=O)C(NC(=O)c1ccccn1)c1ccc(C)cc1 (configuration not stated)
→ -1.2	0.3	3	-1.9	-1.1	0	-0.8	0.6	-0.2	-2	1
CCC(NC(=O)c1ccc2c(ccn2Cc2cccc(-c3ccc(C(=O)O)cc3)c2)c1)c1ccccc1 (configuration not stated)
→ -0.6	x	-8	-2.2	1.1	-9	x	-0.4	-1.6	-1	-27
COc1ccc(-n2nc([N+](=O)[O-])c(=NCCc3ccccc3)n2O)cc1
→ -1.6	-0.6	-3	4.0	0.3	0	-3.9	-0.2	0.7	-1	6
COc1ccccc1N(CC(=O)NC1CCCCC1)S(C)(=O)=O
→ -0.9	-0.4	2	1.6	0.3	-5	0.1	-0.8	-0.2	-3	18
Cc1ccc(C=Nc2cc([N+](=O)[O-])ccc2C)s1
→ 0.1	-0.4	1	3.6	6.9*	1	4.0	0.4	-0.2	-3	3
CC1=Nc2cc(C(=O)N3CCCC3)ccc2Sc2ccc(C)cc21
→ -1.3	-0.1	1	0.2	-2.1	5	0.0	-15	-0.9	-2	-1
O=C(NCC1CCCO1)c1c(O)c2cccc3c2n(c1=O)CC3 (configuration not stated)
→ -0.4	0.0	0	-0.3	1.1	-1	1.4	-0.9	0.5	0	4
CCn1c(Sc2nc(C)nc3scc(-c4cccs4)c23)n[nH]c1=O
→ -1.3	-1.4	5	-2.9	-1.5	-3	3.6	0.1	-0.3	-1	1
COC(=O)[C@@]1(Cc2ccc(OC)cc2)[C@@H]2[C@@H](CC(=O)[C@H]2CC(=O)C(=O)N(C)C)CN1C(=O)c1ccccc1
→ -1.5	0.3	1	0.1	-1.0	1	-0.6	0.6	0.5	0	-16
CC(C)NC(=O)C1(C)CN(S(C)(=O)=O)CC(=O)N1C1CCN(Cc2ccccc2)CC1 (configuration not stated)
→ -0.6	x	4	-3.0	2.2	3	x	-0.1	-0.1	5	1
NC1(C#Cc2ccc3oc(=O)c(-n4cc(-c5ccsc5)nn4)cc3c2)CCCCC1
→ -1.2	0.0	-1	0.7	-1.3	-1	-0.4	-1.2	0.2	3	8
C=Cn1cc[n+](CC(=O)c2ccc(Cl)cc2)c1
→ -0.8	2.5	3	-1.4	0.4	6	0.9	0.7	0.6	0	-8
CC1(C(=O)NNC(=S)NCc2ccco2)CC1(Cl)Cl (configuration not stated)
→ -1.3	0.0	2	-3.3	-1.1	5	1.2	0.0	-0.5	-5	12
O=C(Nc1ccc(F)cc1)c1ccccc1NS(=O)(=O)N1CCCC1
→ -1.5	-1.5	1	0.1	-2.7	1	1.5	-0.6	0.1	0	-3
COc1ccc(-c2cn3ccccc3n2)cc1[N+](=O)[O-]
→ -0.7	2.1	-4	11*	1.8	-2	6.2	-0.3	-0.1	4	0
